MrgX1 ag: agonists of human MrgX1 receptor, primary screen, HEK293 cells, Fluo-4 calcium flux. Mas-related G-protein coupled receptor member X1 (Homo sapiens), Q96LB2. B-score at 10 µM. 0.44% of 310,000 active. Fluo-4 calcium fluorescence, agonist mode; active compounds read high. AID 588627, 2011;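 active = calcium response B-score plate-corrected fluorescence ratio at least 3 library SD, with starting fluorescence B-score inside 5 SD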
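Test system: HEK293 cells stably expressing human MrgX1 receptor; amount: 15,000 cells per well; doses: compound delivered in addition one of three; times: overnight plating before 1 h dye loading; detection: Fluo-4 NW calcium-flux fluorescence, kinetic read; read-out basis: B-scored fluorescence response ratio; controls: positive and negative controls per plate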
SKKanGAS inh: S. pyogenes SKKanGAS growth inhibitors in kanamycin, primary screen, streptokinase expression inhibitor project, SKKanGAS strain, BacTiter-Glo luminescence; 6 h; inhibition, % at 7.5 µM; 1.3% of 300,000 active; AID 1662, 2009;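 active = mean replicate score, as percent of positive control median, at least 50; inconclusive = mean below 50 but one replicate at or above 50; inactive = mean and every replicate below 50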;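 note: strain carries kanamycin resistance gene driven by streptokinase promoter and grows in 40 µg/ml kanamycin; loss of luminescence reflects streptokinase promoter inhibition or plain growth inhibition; 0% = median of DMSO wells and 100% = positive control at its reference dose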
TRPC6 inh: mouse TRPC6 channel inhibitors, primary screen, cell-based, HEK293, membrane potential dye; ACh-evoked depolarization; active compounds read low; B-score at 10 µM; AID 2553, 2010; Short transient receptor potential channel 6 (Mus musculus), Q61143; 1.1% of 310,000 active;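 active = B-score under library mean minus 3 SD, initial fluorescence not abnormally high, positive integrated signal ratio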;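 note: B-score derived from integrated fluorescence ratio over the kinetic read; more negative B-score means stronger inhibition of depolarization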
TRPC6 activator: mouse TRPC6 channel activators, primary screen, cell-based, HEK293, membrane potential dye. HEK293-TRPC6 membrane potential dye fluorescence; active compounds read high. 0.13% of 310,000 active. Short transient receptor potential channel 6 (Mus musculus), Q61143. B-score at 10 µM. AID 2550, 2010;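 active = B-score of the integrated fluorescence ratio above library mean plus 3 SD, and starting fluorescence ratio within library mean plus 5 SD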;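 note: higher score means more depolarization so channel activation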
MrgX1 antag: antagonists of human MrgX1 receptor, primary screen, HEK293 cells, Fluo-4 calcium flux; AID 588676, 2011; Mas-related G-protein coupled receptor member X1 (Homo sapiens), Q96LB2; B-score at 10 µM; 1.3% of 310,000 active; BAM8-22 antagonism; active compounds read low;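 active = calcium-response B-score plate-corrected more than 3 library SD below zero, starting fluorescence within 5 deviations, no agonist response on first addition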;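 note: peak minus trough fluorescence over baseline after final BAM8-22 challenge near maximal dose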
HDAC3 inhib: HDAC3 deacetylase inhibitors, primary screen, biochemical, fluorescence, cell-free homogeneous. Histone deacetylase 3 (Homo sapiens), O15379. recombinant HDAC3, fluorogenic peptide/trypsin coupled. inhibition, % at 8.3 µM. 0.15% of 320,000 active. AID 2718, 2010; in the data active = inhibition above about 26%, passing the limit was not always enough; inconclusive = no clear call, values can overlap the other calls
RGS4 block: RGS4 inhibitors, primary screen, cell-based, HEK293 M3R inducible RGS4, calcium flux | Regulator of G-protein signaling 4 (Homo sapiens), P49798 | Fluo-4 calcium flux; active compounds read high; triggered by carbachol at its EC20 | B-score at 10 µM | 0.45% of 310,000 active | AID 463165, 2010;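 active = B-score, a plate-corrected calcium signal, over three deviations above library mean, with baseline fluorescence within five deviations of library mean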;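 note: RGS4 expression induced by doxycycline in cells with stable M3 receptor; B-score is computed from the integrated fluorescence ratio over baseline after carbachol; higher B-score means a larger calcium signal and so more RGS4 inhibition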
ANO1 block: TMEM16A chloride channel inhibitors, primary screen, cell-based, HTS. Anoctamin-1 (Mus musculus), Q8BHY3. HEK293 TMEM16A/YFP iodide influx fluorescence, ionomycin. normalized B-score (activity score, 25-100; higher = stronger inhibition) at 10 µM. 1.2% of 310,000 active;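 active = ratio plate-corrected score three or more library SD toward inhibition, starting fluorescence score within five deviations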;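 note: score derived from kinetic fluorescence span divided by baseline fluorescence per well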
Target sequence (Q8BHY3 whole entry, looked up): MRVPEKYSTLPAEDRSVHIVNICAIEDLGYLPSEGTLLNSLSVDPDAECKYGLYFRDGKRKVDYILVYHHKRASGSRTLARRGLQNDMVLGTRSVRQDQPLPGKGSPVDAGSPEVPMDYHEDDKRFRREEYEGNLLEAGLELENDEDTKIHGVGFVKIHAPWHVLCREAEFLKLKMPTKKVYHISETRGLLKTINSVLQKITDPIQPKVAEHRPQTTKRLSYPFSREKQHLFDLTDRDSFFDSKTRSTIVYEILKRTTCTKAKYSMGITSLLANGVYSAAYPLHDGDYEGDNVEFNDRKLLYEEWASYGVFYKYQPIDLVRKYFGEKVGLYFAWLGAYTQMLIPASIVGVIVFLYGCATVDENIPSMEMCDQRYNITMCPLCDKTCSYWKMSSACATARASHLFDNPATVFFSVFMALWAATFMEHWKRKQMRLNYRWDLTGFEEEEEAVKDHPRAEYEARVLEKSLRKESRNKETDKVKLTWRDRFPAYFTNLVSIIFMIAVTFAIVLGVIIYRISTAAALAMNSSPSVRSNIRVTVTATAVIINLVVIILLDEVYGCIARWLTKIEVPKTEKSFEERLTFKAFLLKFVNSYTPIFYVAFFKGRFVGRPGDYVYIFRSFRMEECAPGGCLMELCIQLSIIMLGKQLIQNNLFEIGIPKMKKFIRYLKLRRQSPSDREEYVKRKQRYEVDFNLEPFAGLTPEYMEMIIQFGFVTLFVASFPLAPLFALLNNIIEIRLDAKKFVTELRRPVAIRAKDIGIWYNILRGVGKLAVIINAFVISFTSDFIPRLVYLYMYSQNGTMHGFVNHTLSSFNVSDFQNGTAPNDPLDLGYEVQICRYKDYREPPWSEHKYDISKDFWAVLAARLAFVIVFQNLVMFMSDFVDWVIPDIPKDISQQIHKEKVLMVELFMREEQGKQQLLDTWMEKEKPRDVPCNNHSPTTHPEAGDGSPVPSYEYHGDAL
MrgX1 allo act: positive allosteric modulators of MrgX1, primary screen, HEK293 cells, Fluo-4 calcium flux; B-score at 10 µM; FDSS; active compounds read high; 0.63% of 310,000 active; Mas-related G-protein coupled receptor member X1 (Homo sapiens), Q96LB2;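 active = plate-corrected calcium response at least 3 library SD above typical, normal starting fluorescence, not activating the receptor alone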;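 note: compound read alongside a low EC10 to EC30 dose of BAM8-22 agonist; peak minus trough fluorescence over baseline measured at the second addition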
TMEM16A act: TMEM16A chloride channel activators or potentiators, primary screen, cell-based, HTS. HEK293 TMEM16A/YFP-H148Q/I152L, iodide quench fluorescence; active compounds read low. Anoctamin-1 (Mus musculus), Q8BHY3. AID 623877, 2012. 0.3% of 340,000 active. B-score at 10 µM;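 active = fluorescence-ratio B-score plate-corrected deviation score at least 3 library SD below zero, with starting fluorescence score within 5 deviations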;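 note: channel opened by trigger with iodide after compound preincubation; score built on the fluorescence ratio of max minus min over baseline; more negative score means more quench and so TMEM16A activation or potentiation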
RGS4 act: RGS4 potentiators or activators, primary screen, cell-based, HEK293 M3R inducible RGS4, calcium flux; carbachol calcium flux Fluo4; active compounds read low; B-score at 10 µM; 0.92% of 310,000 active; AID 463111, 2010;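 active = B-score of the integrated calcium signal more than 4 SD below the library mean, with starting fluorescence not abnormally high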;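 note: negative B-score means reduced calcium response which marks RGS4 activation or potentiation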
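test system = HEK293 cells with stable M3R and inducible RGS4 | schedule = recording 10 s baseline at 1 Hz, 100 s post-agonist | technique = Fluo4-AM (2 µM) calcium-flux fluorescence, kinetic read | measure = Agonist-evoked peak-minus-minimum fluorescence over baseline, integrated ratio, B score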
* hit, by the source's call; i = inactive; ? = inconclusive; . = not tested or not shown; & = joins results of further samples.

SMILES	MrgX1 ag	SKKanGAS inh	TRPC6 inh	TRPC6 activator	MrgX1 antag	HDAC3 inhib	RGS4 block	ANO1 block	MrgX1 allo act	TMEM16A act	RGS4 act
COc1ccc(CCNC(=O)c2cc3c(=O)n4ccccc4nc3n(C3CCCCC3)c2=N)cc1OC	i	24.8	i	i	i	0.3	i	i	i	i	i
O=C(N/C(=C\c1cccc([N+](=O)[O-])c1)C(=O)N1CCOCC1)c1ccco1	i	0.6	i	i	i	-0.5	i	i	i	i	i
O=C(c1cccs1)N1CCCC(c2ccccc2)C1 (centres undefined)	i	10.9	i	i	i	-5.5	i	i	i	i	i
Cc1nnc(SCC(=O)N2CCN(C(=O)c3ccco3)CC2)n1-c1ccccc1	i	0.8	i	i	i	-8.3	i	i	i	i	i
Nc1nc(NCc2ccco2)nc(Nc2ccccc2)c1[N+](=O)[O-]	i	-6.1	i	i	i	-0.7	i	i	i	i	i
O=C(NCCN1CCN(C(=O)c2cccs2)CC1)c1cccs1	i	-2.8	i	i	i	?	i	i	i	i	i
O=C(CSc1n[nH]c(-c2ccco2)n1)Nc1ccc(Br)cc1	i	-2.9	i	i	i	1.8	i	i	i	i	i
O=C(CN1C(=O)CC(c2ccccc2)S(=O)(=O)c2ccccc21)N1CCOCC1 (centres undefined)	i	1.6	i	i	i	1.8	i	i	i	.	i
CN1CCN(NC(=O)Nc2ccc(Br)cc2Cl)CC1	i	2.7	i	i	i	2.6	i	i	i	i	i
Cc1ccc(S(=O)(=O)N2CCCCC2)cc1NC(=O)COC(=O)c1cc[n+]([O-])cc1	i	4.0	i	i	i	-0.4	i	i	i	i	i
Nc1ccc(C(=O)OCC(=O)c2cccc([N+](=O)[O-])c2)cc1	i	6.2	i	i	i	8.1	i	i	i	i	i
Cc1cc(Cl)c2cc3ccccc3cc2n1	i	5.1	i	i	i	-1.1	i	i	i	i	i
Cc1ccccc1OCc1nc(-c2ccccc2)no1	i	16.4	i	i	i	1.5	i	i	i	i	i
Cc1ccc(-n2c(N)c(C(=O)N3CCCCC3)sc2=S)cc1	i	7.8	i	i	i	6.7	i	i	i	i	i
CC[n+]1c(-c2ccccc2)csc1Nc1c(C)n(C)n(-c2ccccc2)c1=O	i	2.1	i	i	i	2.6	i	i	i	i	i
CCOc1ccc(CCNC(=O)C2CCC(=O)N2CCc2ccccc2)cc1OCC (centres undefined)	i	.	i	i	i	6.6	i	i	i	i	i
CCOc1ccccc1NC(=O)CN(c1ccc(OC)cc1)S(=O)(=O)c1c(C)noc1C	i	0.5	i	i	i	4.0	i	i	i	i	i
Cc1ccc(NC(=O)CCNS(=O)(=O)c2ccc3c(c2)oc(=O)n3C)c(C)c1	i	1.8	i	i	i	0.2	i	i	i	i	i
CC(C)(C)c1ccc2c(c1)OC(C(=O)N/N=C\c1ccc(-c3cccc(C(=O)O)c3)o1)CO2 (centres undefined)	i	37.0	i	i	i	-4.9	i	i	i	i	i
O=C(CCl)NCCN1C(=O)S/C(=C\c2cccnc2)C1=O	i	-3.9	i	i	i	2.1	i	i	i	i	i
O=C(Nc1cccc(F)c1)N1C2CCC1CC(O)(c1cccnc1)C2 (centres undefined)	i	-0.2	i	i	i	-2.8	i	i	i	i	i
O=C(CSc1nnc(-c2ccc(O)cc2)n1Cc1ccccc1)NNC(=O)c1ccc(Br)cc1	i	-1.4	i	i	i	-2.6	i	i	i	i	i
CC(C)[C@H](NC(=O)[C@@H]1CSC2c3ccccc3C(=O)N21)C(=O)NCc1ccncc1 (some centres undefined)	i	-1.8	i	i	i	0.2	i	i	i	i	i
COc1ccc(C2=NS(=O)(=O)N(C)C(C(=O)N3CCCCC3)=C2)cc1	i	4.4	i	i	i	8.5	i	i	i	i	i
CCOc1ccc(CCN2C(=O)C(=O)N([C@H](CCCN(C)Cc3ccccc3)CNCc3ccccc3)C[C@@H]2C(C)C)cc1	.	-1.3	i	i	.	.	i	.	.	.	i
O=C(NC(=S)Nc1nc(-c2ccccc2)cs1)c1cccs1	i	-6.5	i	i	i	-2.2	i	i	i	i	i
Cc1ccccc1Oc1cccc(C(=O)/C(C#N)=C/N(C)C)c1	i	5.1	i	i	i	6.6	i	i	i	i	i
CN(C)S(=O)(=O)c1ccc(C(=O)N2CCCC2c2nc3ccccc3s2)cc1 (centres undefined)	i	1.8	i	i	i	-2.5	i	i	i	i	i
C=CCN1N=C(c2ccc(NC(=O)c3ccccc3)cc2)CSC1=O	i	1.8	i	i	i	1.3	i	i	i	i	i
CCSc1nnc(NC(=O)CC(C)C)s1	i	6.6	i	i	i	-1.6	i	i	i	i	i
CCOC(=O)C(NC(=O)c1ccccc1)(Nc1nnc(C)s1)C(F)(F)F (centres undefined)	i	-4.0	i	i	-8.7*	3.7	i	i	i	i	i
Cn1c(N)c(C(=O)COC(=O)COc2ccccc2C#N)c(=O)n(C)c1=O	i	12.0	i	i	i	-5.3	i	i	i	i	i
C/C(=N\NC(=O)c1cccc(N/N=C(\C)c2cc(O)ccc2O)c1)c1cc(O)ccc1O	i	10.9	i	i	i	-0.3	i	i	i	i	i
CC(CNC(=O)COc1ccccc1)OC(=O)Nc1ccc(Cl)c(Cl)c1 (centres undefined)	i	-1.6	i	i	i	-0.5	i	i	i	i	i
COc1cccc(CNC(=O)C2CSC3(C)CCC(=O)N23)c1 (centres undefined)	i	-6.9	i	i	i	-2.5	i	i	i	i	i
O=C(Nc1ccc(NC(=O)c2ccccc2F)cn1)c1ccco1	i	1.3	i	i	i	-11.4	i	i	i	i	i
Cc1onc(-c2ccccc2Cl)c1C(=O)NNC(=O)C1CCN(Cc2ccccc2)CC1	i	2.9	i	i	i	13.4	i	i	i	i	i
COc1ccc(/C=C/C(=O)N2CCN(S(=O)(=O)/C=C/c3ccccc3)CC2)cc1OC	i	0.6	i	i	i	1.3	i	i	i	i	i
CN1CCN(C(=O)c2ccc(COc3cc(Cl)ccc3Cl)o2)CC1	i	-1.7	-5.66*	i	i	-8.6	i	i	i	i	i
CCOC(=O)COc1nc(N(C)C)nc(N(C)C)n1	i	1.8	i	i	i	6.0	i	i	i	i	i
O=C(Nc1ccc(Br)c(C(F)(F)F)c1)c1ccccc1	i	21.0	i	i	i	13.8	i	i	i	i	i
Cc1ccc(NC(=O)COc2ccc3oc4c(c3c2)CCCC4)nc1	i	-7.0	i	i	i	5.5	i	i	i	i	i
Cc1ccc2nc(-c3ccc(SCC(=O)O)nc3)[nH]c2c1	i	5.9	i	i	i	-54.4	i	i	i	i	i
CN(CC(=O)Nc1c(Cl)cccc1Cl)C(=O)CCc1nc2sc3c(c2c(=O)[nH]1)CCCC3	i	12.1	i	i	i	-4.7	i	i	i	i	i
Cc1cc(CNC(=O)COc2cc(F)ccc2[N+](=O)[O-])c2ccccc2n1	i	-4.4	i	i	i	8.6	i	i	i	i	i
CC(=O)C1=C(O)C(=O)N(Cc2ccco2)C1c1ccccc1 (centres undefined)	i	14.0	i	i	i	4.8	i	i	i	i	i
COc1ccc(-c2nnc(NC(=O)C3CCCO3)s2)cc1 (centres undefined)	i	7.2	i	i	i	-7.8	i	i	i	i	i
Cc1nnc(NC(=O)CSc2nnc(C)n2-c2ccc(F)cc2)s1	i	-0.6	i	i	i	-1.6	i	i	i	i	i
OCCN(CC(O)Cn1ccc2ccccc21)CC(O)Cn1ccc2ccccc21 (centres undefined)	i	7.4	i	i	i	-0.7	i	i	i	i	i
C=CCc1ccccc1OCC(O)CN1CCN(Cc2ccc3c(c2)OCO3)CC1 (centres undefined)	i	2.3	i	i	i	-4.4&-0.3	i	i	i	i	i
Nc1c(C(=O)Nc2ccc(F)cc2)sc(=S)n1-c1ccccc1F	i	-1.2	i	i	i	-6.2	i	i	i	i	i
CC(C)CCN1CCN(Cc2cccc(C(F)(F)F)c2)CC1CCO (centres undefined)	i	-7.1	i	i	i	-1.3	i	i	i	i	i
O=C(NC(=S)NCCc1ccccc1)c1cccc(Cl)c1	i	0.1	i	i	i	1.3	i	i	i	i	i
CCOC(=O)C1CCN(C(=O)COC(=O)c2oc3ccccc3c2C)CC1	i	-8.2	i	i	i	-4.5	i	i	i	i	i
CCN1CCN(c2ncc(C(=O)Nc3c(F)cc(F)cc3Br)c3ccccc23)CC1	i	2.7	i	i	i	6.1	i	i	i	i	i
O=C(C[n+]1ccccc1)Nc1ccc(Cl)c([N+](=O)[O-])c1	i	6.6	i	i	i	-5.0	i	i	i	i	i
CSc1ccc(/C=C(\C#N)C(=O)NC2CCCCC2C)cc1 (centres undefined)	i	-7.4	i	i	i	6.6	i	i	i	i	i
COc1ccc(CNC(=O)C2CCCN(c3ncnc4c3nc3n4CCCCC3)C2)cc1 (centres undefined)	i	-4.3	i	i	i	0.1	i	i	i	i	i
COc1ccccc1CN1CCNC(=O)C1CC(=O)NCCC1=CCCCC1 (centres undefined)	i	1.8	i	i	i	-6.3	i	i	i	i	i
COc1cc(C(=O)Nc2ccc(N3CCN(C(=O)c4ccc(C)cc4)CC3)cc2)cc(OC)c1OC	i	7.4	i	i	i	1.3	i	i	i	i	i
